# Source: PubChem (several laboratories)
# Tb MetRS inh – Trypanosoma brucei MetRS inhibition | inhibition, % at 11.9 µM | 0.4% of 360,000 active | purified T. brucei MetRS, ATP depletion, Kinase-Glo luminescence;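 active = inhibition above a per-plate cutoff of the control wells' mean inhibition plus 3 SD, cut at about 5.5% in these data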;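 note: 0% = DMSO wells median and 100% = median of wells with control inhibitor compound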
#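 Measured by: Kinase-Glo luciferase luminescence reporting remaining unconsumed ATP. Material: purified T. brucei MetRS enzyme. Doses: 11.9 µM compound single dose, 0.9% DMSO. Medium: HEPES buffer containing pyrophosphatase, BSA, spermine, DTT. Times: 15 min preincubation, 2 h reaction, all 25 °C. Reagent: methionine, ATP and bulk E. coli tRNA.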
# MsrA inhibitor – inhibits bovine methionine sulfoxide reductase A; AID 651718; inhibition, % at 15.5 µM; 0.75% of 360,000 active; purified bovine MsrA, absorbance read-out; in the data active = inhibition above about 4.5%;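 note: 0% = vehicle wells with enzyme and 100% = reference inhibitor wells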
# STEP block – STEP (human) phosphatase inhibition; P54829; recombinant STEP, OMFP fluorogenic substrate, fluorescence; inhibition, % at 20 µM; 0.25% of 360,000 active;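 active = inhibition at 20 µM, scaled per plate between control wells, above about 37%, limit read from the data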;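 note: 0% = DMSO with enzyme and substrate and 100% = substrate only without enzyme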
# Target sequence (P54829 whole entry, looked up): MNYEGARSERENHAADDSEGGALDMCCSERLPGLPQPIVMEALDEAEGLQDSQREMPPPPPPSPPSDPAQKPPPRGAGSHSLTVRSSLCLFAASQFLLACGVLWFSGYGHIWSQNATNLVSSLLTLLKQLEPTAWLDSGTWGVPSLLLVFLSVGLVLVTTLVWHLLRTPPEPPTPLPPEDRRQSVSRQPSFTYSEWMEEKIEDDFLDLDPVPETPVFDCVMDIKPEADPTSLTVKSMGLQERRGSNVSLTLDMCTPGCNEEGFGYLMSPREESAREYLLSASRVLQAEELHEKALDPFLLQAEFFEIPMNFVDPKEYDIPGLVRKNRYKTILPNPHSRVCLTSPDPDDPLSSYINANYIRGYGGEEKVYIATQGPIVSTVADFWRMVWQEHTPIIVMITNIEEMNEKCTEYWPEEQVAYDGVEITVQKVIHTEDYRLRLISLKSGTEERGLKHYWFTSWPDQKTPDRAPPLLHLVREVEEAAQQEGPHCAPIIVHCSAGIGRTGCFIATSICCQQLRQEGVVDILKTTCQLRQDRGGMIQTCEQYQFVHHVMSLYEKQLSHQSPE
#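 System: STEP (striatal-enriched tyrosine phosphatase) enzyme, cell-free; medium: Bis-Tris pH 6.0 buffer with DTT, detergent; dosing: 20 µM, 1% DMSO; times: reaction 20 min, ambient temperature; detection: fluorescence, 480/540 nm; read-out basis: normalized % inhibition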
# CendR NRP1 mod – alters CendR peptide binding to human NRP-1; inhibition, % at 25 µM; 0.85% of 360,000 active; FAM-RPARPAR peptide binding to NRP-1, fluorescence polarization; O14786;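 active = inhibition or corrected inhibition above about 18%, plus a signal ratio from 0.5 to 1.5, limit read from the data, passing the limit was not always enough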; note: strong numbers were not always called active
# eLon inh – inhibitors of E. coli Lon protease; purified E. coli Lon protease, fluorescence polarization; 0.42% of 360,000 active; P0A9M0; inhibition, % at 7.94 µM; in the data active = inhibition above about 13%, passing the limit was not always enough;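 note: 0% = enzyme with probe and DMSO and 100% = no enzyme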
# SUMO1 PPI mod – SUMO1-SIM interaction modulation; P63165; SUMO1 binding to a labelled peptide, TR-FRET, 1 h; inhibition, % at 20 µM; 0.33% of 360,000 active; in the data active = inhibition above about 37%
# Target sequence (P63165 whole entry, looked up): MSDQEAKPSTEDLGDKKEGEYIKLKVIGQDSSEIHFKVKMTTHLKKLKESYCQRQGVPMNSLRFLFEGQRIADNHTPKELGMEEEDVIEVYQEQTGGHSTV
# bovine MsrA act – bovine methionine sulfoxide reductase A activation; purified bovine MsrA, absorbance read-out; activation, % at 10.6 µM; 0.3% of 360,000 active; AID 602163; in the data active = activation above about 7.5%;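 note: 0% = vehicle and 100% = reference activator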
# LMPTP inh – LMPTP (human) inhibition. inhibition, % at 20 µM. AID 651560. P24666. recombinant LMPTP-A, OMFP fluorogenic substrate, fluorescence intensity. 0.22% of 360,000 active;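 active = compounds that cut the enzyme signal by at least half of the control window in the single-dose screen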;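 note: plate controls were DMSO wells with enzyme plus substrate for no effect and substrate without enzyme for full effect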
# Target sequence (P24666 whole entry, looked up): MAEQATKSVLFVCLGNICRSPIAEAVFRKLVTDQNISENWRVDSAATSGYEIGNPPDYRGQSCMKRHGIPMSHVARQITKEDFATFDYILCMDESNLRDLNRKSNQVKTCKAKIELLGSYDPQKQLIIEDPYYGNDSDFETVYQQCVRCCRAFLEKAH
#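 Assay system: LMPTP-A, protein tyrosine phosphatase of low molecular weight / Medium: pH 6.0 Bis-Tris buffer with DTT and Triton X-100 / Schedule: 50 min enzyme reaction at room temperature, protected from light / Measured by: endpoint fluorescence intensity from OMFP dephosphorylation / Read-out basis: % inhibition relative to no-enzyme and uninhibited control wells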
# Scp1 inh – inhibitors of human Scp-1 phosphatase. inhibition, % at 20 µM. AID 493091. Q9GZU7. Recombinant Scp1, phosphopeptide, malachite green phosphate absorbance. 0.88% of 340,000 active;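 active = inhibition above about 50% at 20 µM, limit read from the data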;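 note: plate controls were DMSO wells with enzyme for no effect and wells lacking enzyme for full effect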
# Target sequence (Q9GZU7 76-261 limits assumed): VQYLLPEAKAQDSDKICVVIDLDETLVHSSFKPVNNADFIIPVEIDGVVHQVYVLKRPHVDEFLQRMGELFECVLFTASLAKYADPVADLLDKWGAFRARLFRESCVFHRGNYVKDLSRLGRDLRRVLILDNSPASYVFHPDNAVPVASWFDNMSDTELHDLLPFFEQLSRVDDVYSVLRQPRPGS
#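 System: SCP-1 catalytic domain; Reagent: Phospho 17-mer peptide substrate; Doses: one concentration, 20 µM, with 1.0% DMSO; Incubation: 45 min room-temperature reaction, 5 min colour, 30 min stabiliser; Signal: Phosphate-binding colour reagent, absorbance read at 630 nm.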
# DNMT1 block – blocks human DNA methyltransferase DNMT1. 0.83% of 360,000 active. inhibition (reported as % activation of signal), % at 10 µM. AID 588458. DNMT1 molecular beacon, Hinp1I cleavage, fluorescence; in the data active = inhibition above about 50%
# Numbers without * were called inactive; / = not tested or not shown. This is a subset; rates above refer to the full screens.
1: O=P(Oc1ccccc1)(Oc1ccccc1)C(Nc1ccccc1)c1ccccc1 (centres undefined)
2: CC(C)CC12CN3CCN(CC(C3)C1O)C2 (centres undefined)
3: OC1(c2ccc(F)cc2)CC2CCC(C1)N2Cc1nnnn1C1CCCC1 (centres undefined)
4: CCCC(C)C1(CC)C(=O)NC(=Nc2ccccc2)NC1=O (centres undefined)
5: O=C(NCC1=C(c2ccc3ccccc3c2)C[C@@H]2CC[C@H]1N2Cc1ccco1)c1nccs1
6: Cc1cc(O)c(CN2CC=C(c3ccccc3)CC2)cc1C(C)C
7: CN(C)CCN(CC1CCCN(Cc2ccccc2F)C1)C(=O)Cc1ccc(F)c(F)c1 (centres undefined)
8: O=C1CCCC2=C1C(c1cccnc1)Nc1ccccc1N2 (centres undefined)
Screen / compound no.	1	2	3	4	5	6	7	8
Tb MetRS inh	-0.3	-1.1	-0.4	8.7*	-1.2	-0.1	-0.6	-0.1
MsrA inhibitor	-0.5	0.1	0.6	-1.2	-0.9	-0.8	-0.3	4.2
STEP block	-1	-2	-1	-5	3	1	-2	1
CendR NRP1 mod	-4	-6	6	0	-2	3	9	2
eLon inh	2	-3	0	-5	2	2	-1	-4
SUMO1 PPI mod	3	2	-1	2	-2	0	-5	-1
bovine MsrA act	0	-9	3	-6	0	-6	0	-6
LMPTP inh	4.2	-4.6	0.1	-0.9	0.9	1.0	-3.3	-1.6
Scp1 inh	-7	-11	-3	-4	/	7	-6	-11
DNMT1 block	-2	-2	0	-3	-7	2	1	0

9: O=C(/C=C/C=C/c1ccccc1)CC1(O)C(=O)Nc2ccccc21 (centres undefined)
10: COC(=O)C1=C(c2ccc(F)cc2OCc2ccccc2)C[C@@H]2CC[C@H]1N2C(=O)NCc1ccc(Cl)cc1
11: COC(=O)C1=C(c2ccc(OC)c(OC)c2)C[C@@H]2CC[C@H]1N2C(=O)N1CCC(O)CC1
12: O=C(Cc1ccc(N(CCCl)CCCl)cc1)NC(Cc1ccc(Cl)cc1)C(=O)O (centres undefined)
13: Cc1ccccc1OCCN=Cc1c(O)n(C)c(=O)n(C)c1=O
14: Nc1ccccc1C(=O)OCC(=O)N1CCc2ccccc21
15: COc1ccc(C(O)c2cc(OC)ccc2OP(=O)(N(C)C)N(C)C)cc1 (centres undefined)
16: C=C1C(=O)OC2C1CCC(C)C1(O)C=CC(=O)C21C (centres undefined)
Screen / compound no.	9	10	11	12	13	14	15	16
Tb MetRS inh	-0.7	-0.2	-0.2	-0.4	-0.4	-0.4	0.0	1.3
MsrA inhibitor	7.2*	1.2	-0.5	0.4	0.4	0.8	-0.1	-0.4
STEP block	-2	-3	0	0	1	0	0	-2
CendR NRP1 mod	6	7	1	6	1	5	17	-20
eLon inh	5	-3	-8	-6	7	17	-3	9
SUMO1 PPI mod	-12	4	0	8	-3	-1	-3	-1
bovine MsrA act	-4	-5	-1	-3	-1	4	1	1
LMPTP inh	2.4	6.4	0.0	-0.8	-2.3	0.3	-0.7	0.0
Scp1 inh	-1	-11	-3	-5	-2	6	-3	-1
DNMT1 block	-3	-11	3	1	0	2	0	-2

17: CCOC(=O)c1c(C)n(Cc2ccco2)c2ccc(OC)cc12
18: CN1CCN(c2nc3ccccc3c(=O)n2-c2ccccc2)CC1
19: COP(=O)(OC)C1(Nc2ccc(C)cc2)CCCCC1
20: COc1ccc(C(C)=O)cc1CC(C(=O)c1ccccc1)N(C)C (centres undefined)
21: C=CCCC1(CC)C(=O)NC(=S)NC1=O
22: COC(=O)[C@@H](c1ccccc1)C1CCCCN1 (some centres undefined)
23: Cc1nn(-c2ccccc2)c2c1CC1(C(=O)N(C)C(=O)N(C)C1=O)C1CCCCN21 (centres undefined)
24: CC1=CC(C)C(COC(N)=O)(COC(N)=O)C(C)C1 (centres undefined)
Screen / compound no.	17	18	19	20	21	22	23	24
Tb MetRS inh	-0.1	0.2	-0.9	-0.1	-0.3	-2.1	0.1	-1.8
MsrA inhibitor	1.3	0.3	-0.7	0.5	-0.4	1.0	0.6	-0.8
STEP block	-1	0	0	-5	-2	2	1	-3
CendR NRP1 mod	10	-14	8	-15	6	-11	-3	11
eLon inh	-16	-3	-1	-1	-6	-7	-8	-8
SUMO1 PPI mod	1	2	-2	-1	-2	-5	1	0
bovine MsrA act	-1	-1	-8	-3	3	-14	-6	-12
LMPTP inh	2.0	-0.9	-1.8	-0.2	-0.2	0.4	0.4	0.9
Scp1 inh	-11	-3	-4	-2	0	-3	-11	3
DNMT1 block	-10	7	2	1	-1	3	-8	3

# Single records (already shown). Order of screens: Tb MetRS inh	MsrA inhibitor	STEP block	CendR NRP1 mod	eLon inh	SUMO1 PPI mod	bovine MsrA act	LMPTP inh	Scp1 inh	DNMT1 block
# Record of COc1ccc(C(C)=O)cc1CC(C(=O)c1ccccc1)N(C)C (centres undefined) = -0.1	0.5	-5	-15	-1	-1	-3	-0.2	-2	1
# Record of CCOC(=O)c1c(C)n(Cc2ccco2)c2ccc(OC)cc12 = -0.1	1.3	-1	10	-16	1	-1	2.0	-11	-10

# (further entries)
25: Cc1ccccc1CN1CCN(Cc2ccccc2)CC1
26: COc1cccc(C(=O)C2CCCN(C3CCOCC3)C2)c1 (centres undefined)
27: CCCC12CN3CC(CCC)(CN(C1)C3c1ccccn1)C2=O (centres undefined)
28: COc1cc2c3c(c1OC)-c1cc(O)ccc1CC3NCC2 (centres undefined)
29: CC(C)(C)n1nnnc1C(c1cc2ccccc2o1)N1CCC2(CC1)C(=O)NCN2c1ccccc1 (centres undefined)
30: O=C(Nc1ccc(F)c([N+](=O)[O-])c1)N1C[C@H]2C[C@@H](C1)c1cccc(=O)n1C2
31: C=CCn1c(O)c(C(C)=Nc2cccc(C(F)(F)F)c2)c(=O)[nH]c1=O
32: CC(=NCc1ccc(F)cc1)c1c(O)n(C)c(=O)n(C)c1=O
Screen / compound no.	25	26	27	28	29	30	31	32
Tb MetRS inh	-2.1	1.7	-0.5	-0.7	0.9	1.1	-1.0	-0.6
MsrA inhibitor	-1.2	0.1	1.6	0.1	-0.6	0.9	2.0	0.2
STEP block	-2	-2	0	7	3	-4	0	0
CendR NRP1 mod	3	2	-2	-2	-3	11	0	-3
eLon inh	6	-4	-2	-8	-11	-1	-3	-14
SUMO1 PPI mod	2	-2	1	1	6	-33	1	0
bovine MsrA act	-16	0	3	-2	2	-4	-5	-2
LMPTP inh	-1.6	-0.9	-2.0	-0.7	2.0	0.6	-1.2	-0.3
Scp1 inh	3	-4	-6	-7	/	-4	-13	-6
DNMT1 block	3	0	1	0	6	3	3	0

# 6 compounds drawn at random from the list so far:
23: Cc1nn(-c2ccccc2)c2c1CC1(C(=O)N(C)C(=O)N(C)C1=O)C1CCCCN21 (centres undefined)
5: O=C(NCC1=C(c2ccc3ccccc3c2)C[C@@H]2CC[C@H]1N2Cc1ccco1)c1nccs1
26: COc1cccc(C(=O)C2CCCN(C3CCOCC3)C2)c1 (centres undefined)
32: CC(=NCc1ccc(F)cc1)c1c(O)n(C)c(=O)n(C)c1=O
19: COP(=O)(OC)C1(Nc2ccc(C)cc2)CCCCC1
14: Nc1ccccc1C(=O)OCC(=O)N1CCc2ccccc21
Screen / compound no.	23	5	26	32	19	14
Tb MetRS inh	0.1	-1.2	1.7	-0.6	-0.9	-0.4
MsrA inhibitor	0.6	-0.9	0.1	0.2	-0.7	0.8
STEP block	1	3	-2	0	0	0
CendR NRP1 mod	-3	-2	2	-3	8	5
eLon inh	-8	2	-4	-14	-1	17
SUMO1 PPI mod	1	-2	-2	0	-2	-1
bovine MsrA act	-6	0	0	-2	-8	4
LMPTP inh	0.4	0.9	-0.9	-0.3	-1.8	0.3
Scp1 inh	-11	/	-4	-6	-4	6
DNMT1 block	-8	-7	0	0	2	2

# Next section
33: CCC(=NCC1CCCO1)c1c(O)n(-c2ccc(OC)cc2)c(=O)[nH]c1=O (centres undefined)
34: C[N+](C)(C)CC#CCN1CCCC1=O
35: CC(C)(C)n1nnnc1C(CCc1ccccc1)N1CCC2(CC1)C(=O)NCN2c1ccccc1 (centres undefined)
36: CC(Cc1ccccc1)[n+]1cc(/N=C(\[O-])Nc2ccccc2)on1 (centres undefined)
37: O=C1NCN(c2ccccc2)C12CCN(C(c1cc3ccccc3o1)c1nnnn1-c1ccc3c(c1)OCCO3)CC2 (centres undefined)
38: O=C(Cn1cnc2ccccc2c1=O)NCCC(=O)N1CCC2(CC1)OCCO2
39: Cn1c(O)c(C(c2ccccn2)c2c(O)n(C)c(=S)[nH]c2=O)c(=O)[nH]c1=S
40: CN(C)c1ccc(/C=C2/C(=O)NC(=O)N(Cc3ccco3)C2=O)cc1
Screen / compound no.	33	34	35	36	37	38	39	40
Tb MetRS inh	-0.4	-1.0	0.3	-1.2	0.4	-0.7	0.2	-0.2
MsrA inhibitor	1.0	-0.9	-0.7	3.0	1.1	0.0	1.0	2.7
STEP block	-3	-1	2	2	5	-2	0	5
CendR NRP1 mod	3	-13	9	-4	4	-4	-10	-64
eLon inh	2	-6	5	2	2	-1	-8	-53
SUMO1 PPI mod	0	1	12	-5	-1	4	1	8
bovine MsrA act	-3	0	1	-12	-4	1	2	-5
LMPTP inh	-1.5	-2.4	3.7	-0.5	4.2	-2.5	0.0	1.5
Scp1 inh	3	14	/	0	/	-3	-11	33
DNMT1 block	-3	0	-9	9	-16	0	-2	94*

41: CC(=O)N1N=C(c2cccnc2)CC1c1ccccc1O (centres undefined)
42: Cc1ccc(Cn2nnnc2CN2CCC(n3nnc4ccccc43)CC2)cc1
43: COc1ccc2c(c1)CC1(CN2C)C(=O)NC(=O)N(c2ccc(F)cc2)C1=O (centres undefined)
44: COc1ccc(OC)c(NC2=NCCCS2)c1
45: FC(F)(F)c1ccc2c(c1)ncn2C1CCN(Cc2nnnn2C2CCCCC2)CC1
46: C[C@H]1CN([C@@H](C)CO)C(=O)CCCn2nncc2CO[C@@H]1CN(C)C(=O)Oc1ccccc1
47: O=c1[nH]c(=O)n(CCc2ccccc2)c(O)c1C=NCc1ccc2c(c1)OCO2
48: CCN1CCN(Cc2cc(OC)c3c(c2)OCO3)CC1
49: CCCCCCn1c(=O)c(C(=O)Nc2cnccn2)c(O)c2ccccc21
50: O=C(c1cc(Br)ccc1Cl)N1CCC2(CC1)OCCO2
Screen / compound no.	41	42	43	44	45	46	47	48	49	50
Tb MetRS inh	-0.2	-0.5	-0.1	0.4	-1.0	-1.1	-1.3	-0.4	0.4	0.4
MsrA inhibitor	1.3	1.2	-1.1	-0.3	-0.8	1.3	1.2	-1.4	0.1	-1.4
STEP block	1	0	1	2	-1	0	2	-5	2	0
CendR NRP1 mod	9	26*	0	-4	-109	-14	-41	1	21	5
eLon inh	-6	2	-62	-2	4	6	5	1	-1	14
SUMO1 PPI mod	-5	0	7	2	4	-4	3	7	5	-1
bovine MsrA act	-1	-2	-1	-3	1	-1	-12	-1	-1	0
LMPTP inh	-0.3	-0.1	-0.4	-1.2	-0.5	-1.1	-2.8	-2.6	2.2	0.4
Scp1 inh	1	-3	-4	-12	-4	/	-2	-9	-3	-2
DNMT1 block	-4	-4	5	1	-2	5	26	0	1	-1
